miR-122 sensor = miR-122 Renilla sensor signal increase in Huh7, primary screen, miR-122 inhibitor project, cell-based, single point, plate reader; actives 0.3% (n = 340,000); activation (reporter increase), % at 12.5 µM; Huh7 miR-122 Renilla luciferase sensor, 48 h; neutral wells = 0, positive control = 100; AID 602342, 2012;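 active = mean replicate activation score at least 90 and every replicate individually at or above 90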;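 also: higher luciferase means less miR-122 activity so hits act as miR-122 inhibitors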
Numbers without * were called inactive. Not all compounds are listed; rates above refer to the full screens.

SMILES	miR-122 sensor
O=C(OCn1nnc2ccccc2c1=O)c1ccc2c(=O)n3c(nc2c1)CCC3	-6.5
CC(C)c1nnc(NC(=O)CCC(=O)NC2CCCc3ccccc32)s1 (configuration not stated)	-2.3
N#Cc1cc2c(nc1SCc1cccc(Cl)c1)CCCCC2	-1.4
Cc1ccccc1C(=O)NC1CCN(Cc2nnnn2CCc2ccccc2)CC1	-5.5
COc1cccc(CNc2ccc(N3CCC(C)CC3)cc2)c1OC	-0.7
O=C(NC(Cc1ccccc1)C(=O)O)c1ccccc1 (configuration not stated)	0.9
CCCCC(=O)Nc1ccc2c3c(cccc13)C(=O)N2CC	-0.5
CCOC(=O)N1CCN(C(=O)c2ccc3c(=O)n(Cc4ccccc4OC)c(=S)[nH]c3c2)CC1	1.1
O=C(c1ccccc1)c1cnc(-c2ccc(Cl)cc2)s1	-22.4
C=CCOC(=O)CCCC(=O)NC1CCCCC1	-3.1

Reformatted bar-delimited: two of the compounds above.
molecule | miR-122 sensor
O=C(NC(Cc1ccccc1)C(=O)O)c1ccccc1 (configuration not stated) | 0.9
N#Cc1cc2c(nc1SCc1cccc(Cl)c1)CCCCC2 | -1.4

Next section
SMILES	miR-122 sensor
Cc1cc(C)cc(OCc2ccc(C(=O)O)o2)c1	-1.8
COc1ccc(OCC(=O)Nc2ccc(NC(=O)c3ccco3)cc2)cc1	0.7
NC(=O)CCc1c[nH]c2ccccc12	0.1
O=C(CSc1nnc(-c2ccccc2)o1)N1CCN(c2ccccc2)CC1	-5.4
COC(=O)[C@@]1(Cc2ccc(F)cc2)[C@@H]2[C@@H](CC(=O)[C@H]2CC(=O)C(=O)N(C)C)CN1C(=O)c1ccccc1	-11.2
N=C1C(c2ccccc2)=C(O)C2CCc3ccccc3N12 (configuration not stated)	2.2
O=C(CCNS(=O)(=O)c1cccs1)Nc1ccccc1F	-1.0
Cc1cc(C)n(CC2CC(=O)N(c3cc(Cl)cc(Cl)c3)C2=O)n1 (configuration not stated)	-15.9
COc1ccc(C(=O)NN2CC(O)=C(c3nc4ccccc4n3C)C2=N)cc1OC	-0.2
CC(C)(C)c1ccc(OCC(=O)OCCNC(=O)c2cccnc2)cc1	-6.5
COC(=O)c1c(NC(=O)c2ccccc2N(C)S(=O)(=O)c2ccccc2)sc2c1CCCC2	60.8
CCN(CC)S(=O)(=O)c1ccc(C(=O)OC2CCCCC2CN(C)C)cc1 (configuration not stated)	-2.5
Cc1ccc(C(=O)CCC(=O)Nc2ccc(Cl)c(S(=O)(=O)Nc3cccc(Cl)c3)c2)cc1	68.5
COc1ccccc1-n1c(C)nnc1SCC(=O)Nc1cc(C)cc(C)c1	9.9
CC(C)=CCCC(C)CN1CCC(O)CC1 (configuration not stated)	4.5
Cc1ccc2c(c1)nc(NCCCO)n2C	5.7
O=C(NCc1ccncc1)C1CCCN(S(=O)(=O)Cc2ccccc2)C1 (configuration not stated)	2.1
CSc1nnc(NC(=O)c2ccc(C)c(S(=O)(=O)N3CCOCC3)c2)s1	3.0
O=C(NNS(=O)(=O)c1ccc(Cl)cc1)NC1CCCCC1	-1.4
Cc1ccc(N2C(=O)NC3(CCCCC3)C2=O)cc1	-0.9
O=C(CSc1ccc(Cl)cc1)Nc1ccccc1Oc1ccccc1	0.2
Cc1ccc(NC(=S)N(Cc2ccco2)C2CCN(C(C)C)CC2)cc1	-2.6
CCCCN(C)CCNC(=O)c1c[nH]c2ccc(S(=O)(=O)N(CC)CC)cc2c1=O	-3.1
O=C(NCc1ccccn1)C(F)(F)C(F)(F)C(=O)NCc1ccccn1	1.5
O=C(CN1C(=O)c2ccccc2S1(=O)=O)N1CCN(c2cccc(Cl)c2)CC1	7.4
O=C(CCCOc1ccccc1)N1CCCCC1	-5.1
O=C(N/N=C/c1ccc(OCc2ccccc2)cc1)c1cccs1	-2.2
CCOc1ccc(C(C)(N)C(=O)O)cc1 (configuration not stated)	-1.2
CCN(CC)S(=O)(=O)c1ccc(Oc2ccccc2)cc1	0.8
Cc1ccc(-n2nc(C)c3c2OC(N)=C(C#N)C3c2ccco2)cc1 (configuration not stated)	9.0
CS(=O)(=O)N(CC(=O)Nc1ccc2c(c1)OCO2)Cc1ccc(Cl)cc1	13.4
COc1c(N)c2ccccc2[nH]c1=O	3.6
O=C(Nc1ccc2c(c1)OCO2)c1cc2ncc(Br)cn2n1	-3.8
CCOC(=O)c1ccc(NC(=O)CC2C(=O)N(c3ccc(F)cc3)C(=O)N2CCCOC)cc1 (configuration not stated)	-8.2
COc1cccc(CN2CCC(N(CCc3ccccc3)Cc3ccccc3)CC2)c1OC	2.6
COc1cccc(-c2csc(N3CCN(C(=S)Nc4ccccc4Cl)CC3)n2)c1	7.8
CN(c1ccc(C(=O)NCCc2ccccc2)cc1)S(C)(=O)=O	0.4
Cc1ccc(/C=N/NC(=O)Cn2nccc2C)o1	-11.1
Cc1ccc(Nc2nc(CSc3nnc(-c4cccs4)o3)cs2)cc1	-1.6
O=C(NC1CCCCC1)N(CCN1CCOCC1)Cc1cc2cc3c(cc2[nH]c1=O)OCCO3	16.5

Random excerpt: 3 entries already listed
SMILES	miR-122 sensor
COc1cccc(CN2CCC(N(CCc3ccccc3)Cc3ccccc3)CC2)c1OC	2.6
COc1c(N)c2ccccc2[nH]c1=O	3.6
Cc1ccc(/C=N/NC(=O)Cn2nccc2C)o1	-11.1

Continuation.
SMILES	miR-122 sensor
CCCCOC(=O)Cn1c2ccc(OC)cc2c2nc3ccccc3nc21	-3.5
O=C(Nc1ccc(N2CCOCC2)cc1)c1cccc(S(=O)(=O)N2CCCCC2)c1	2.9
CC1CCCN(c2nc3ccccc3nc2C(C#N)S(=O)(=O)c2ccccc2)C1 (configuration not stated)	3.7
CSc1ccccc1N1CCN(C(=O)Nc2ccc3c(c2)NC(=O)CO3)CC1	18.9
Cc1ccc(C(=O)CSc2nnc(COc3cc(C)cc(C)c3)o2)cc1	18.0
COc1ccc(Nc2ncccc2C(=O)Nc2ccccc2)cc1	1.1
COc1ccc(N/C=C(\C#N)c2nc3ccccc3n2C)c(OC)c1	-4.9
COC(=O)c1cn(-c2ccccc2)nc1-c1ccccc1	3.1
Cc1c(/C=C/C(=O)c2ccc(O)cc2)cnn1C	0.3
CCSC1=NC(=O)/C(=C2/C=Cc3ccccc3N2CC)S1	-1.6

Look-ups from the entries so far.
miR-122 sensor, O=C(Nc1ccc(N2CCOCC2)cc1)c1cccc(S(=O)(=O)N2CCCCC2)c1 is entered as 2.9
miR-122 sensor, COc1ccc(N/C=C(\C#N)c2nc3ccccc3n2C)c(OC)c1 is entered as -4.9
miR-122 sensor, CCCCOC(=O)Cn1c2ccc(OC)cc2c2nc3ccccc3nc21 is entered as -3.5

Other records follow.
SMILES	miR-122 sensor
COc1ccc(/C=N/n2c(C)nnc2C)c(OC)c1	-2.3
Cc1nc2ccccc2n1CCC(=O)Nc1cccc(F)c1	-0.3
Cc1noc(-c2ccccc2OC(=O)c2ccccc2)n1	-0.2
O=C(Nc1ccc(N2CCCCC2)c(Cl)c1)c1cccnc1	2.8
CC(=O)Nc1ccc(OCC(O)CN2CCN(c3cccc(Cl)c3)CC2)cc1 (configuration not stated)	12.4
Cc1ccc(N2CC(C(=O)Nc3cccnc3)CC2=O)cc1 (configuration not stated)	-3.9
COC(=O)C(O)(CC(=O)Nc1cc(Cl)ccc1Cl)C(F)(F)F (configuration not stated)	6.9
CCOc1ccc(NC(=O)[C@@H](NC(=O)c2ccccc2Br)C(C)C)cc1	3.2
CCOc1cccc2sc(=NC(=O)c3ccc(S(=O)(=O)N4CCOCC4)cc3)n(C)c12	-3.8
COc1ccc(/C=N/NC(=O)c2nc(-c3ccccc3)cc(-c3ccccc3)n2)cc1OC	0.3
c1ccc(N2CCN(c3ncnc4scc(-c5cccs5)c34)CC2)cc1	2.3
Cc1ccccc1OCCCC(=O)Nc1nccs1	-2.8
CCOC(=O)c1cn(-c2ccccc2CO)c2c(F)c(F)c(F)cc2c1=O	-0.5
CC1CC1C(=O)OCC(=O)NCc1ccc(Cl)cc1Cl (configuration not stated)	1.2
O=C(Nc1ccc(Cl)cc1)C1C2CCC3C(CCC21)C3(Cl)Cl (configuration not stated)	6.1
Cc1ccc(NC(=O)C2CCN(C(=O)NC3CCCCC3)CC2)c(C)c1	-6.1
COC(=O)C(CCCCNC(=O)OCc1ccccc1)NC(=O)CN (configuration not stated)	-7.3
O=C(CCCC(=O)Nc1cccnc1)Nc1cccnc1	-1.4
O=C(O)c1cccc2[nH]c(C(F)(F)F)nc12	-7.0
CC1CCN(C(=O)Cn2c(=O)n(CCc3ccccc3)c(=O)c3ccccc32)CC1	-1.5
Cc1ccc(S(=O)(=O)N(C)C)cc1NC(=O)C1CCCC1	-0.5
O=C(Nc1ccc2c(c1)OCO2)c1csc(COCCO)n1	5.6
COCc1cc(Sc2ccc(Cl)cc2)nc(-c2ccccc2)n1	2.3
CC(C)OP(=O)(c1ccc(N(C)C)cc1)C(O)c1ccccc1F (configuration not stated)	14.1
C=CCSc1nnc(-c2ccc(Cl)cc2Cl)o1	-4.3
O/N=C(\c1ccc(Cl)cc1Cl)c1ncc(C(F)(F)F)cc1Cl	-2.3
CC(=O)NC(Cc1c[nH]c2ccccc12)C(=O)OCC(=O)Nc1cc(C)on1 (configuration not stated)	-5.2
Cn1c(=O)c(=O)n(C)c2cc(S(=O)(=O)N3CCN(Cc4ccccc4)CC3)ccc21	5.5
COc1ccc(OC)c(C(c2nnnn2C2CCCC2)N2CCN(c3ccc(F)cc3)CC2)c1 (configuration not stated)	17.7
O=c1c2ccccc2c(C=NCCc2ccccc2)c(O)n1Cc1ccccc1	-4.5
COc1cc(OC)cc(C(=O)Nc2cccc(C(C)=O)c2)c1	-7.0
O=C(Nc1cccc(Cl)c1Cl)c1ccc(-c2ccccc2)cc1	12.9
O=C(Oc1cccc2c(OC(=O)N3CCOCC3)cccc12)N1CCOCC1	-3.7
Cc1ccc(C)c(N2CCN(C(=O)c3ccc(NS(=O)(=O)c4c(C)noc4C)cc3)CC2)c1	4.9
CC(C)n1c(S(=O)(=O)O)nc2ccccc21	6.1
COc1ccccc1-c1ccc(NC2CCCC2)nn1	-1.1
O=C(OCC(CO)OC(CO)n1ccc(=O)[nH]c1=O)c1ccccc1 (configuration not stated)	-2.3
Cc1cccc2sc(NC(=O)CSCc3ccccc3)nc12	-11.9
CCOC(=O)N1CCN(C(=O)CN(Cc2ccccc2)S(=O)(=O)c2ccc(OC)c(Cl)c2)CC1	-0.7
Cc1ccc(-n2ncc3c(=O)n(CC(=O)NCc4ccco4)cnc32)cc1	0.6
CC(=O)NC1CSCC1OC(C)=O (configuration not stated)	-2.4
CN1CCN(c2ccccc2NC(=O)c2cc(Br)ccc2Cl)CC1	-0.7
CCc1ccccc1NC(=O)/C(=C/c1ccco1)c1ccccc1	-2.0
CC(C)(C)C(=O)c1cnc(Nc2ccccc2Cl)s1	0.5
COCCCNc1oc(-c2ccccc2OC)nc1C#N	5.4
CCCCN1/C(=C/c2ccc3ccccc3[n+]2CC)Sc2ccccc21	-5.1
COc1ccc(Cc2nnc(SCC(=O)c3ccc(OC)cc3)o2)cc1	-3.8
CCOC(=O)c1c(CN2CCOCC2)n(-c2ccccc2)c2cc(Br)c(O)cc12	2.8
c1cncc(C(c2nnnn2C2CCCC2)N2CCCC2)c1 (configuration not stated)	-2.5
CC(C)Cc1nc(N2CCOCC2)c(C#N)c2c1CCC2	5.5
(listing goes on)
SMILES	miR-122 sensor
Cc1ccc(Cn2ncc3c(N4CCN(c5ccccc5C)CC4)ncnc32)cc1	3.2
CCc1ccc2[nH]c(=O)c(CN(CCN(CC)CC)C(=O)NC3CCCCC3)cc2c1	-1.5
CCCCn1c(SCc2c(C)noc2C)nc2cc(S(N)(=O)=O)ccc21	-8.9
Cc1ccc(-c2cc(C(=O)NC3=NCCS3)c3ccccc3n2)cc1C	-3.7
O=C(CSc1nnc(-c2ccc(S(=O)(=O)N3CCCC3)cc2)n1CC1CCCO1)NC1CC1 (configuration not stated)	2.1
O=C(NCC1CCCO1)C(C(=O)c1ccc(F)cc1)n1ccccc1=O (configuration not stated)	-1.3
CCOC(=O)CC(NC(C)=O)c1ccc([N+](=O)[O-])cc1 (configuration not stated)	0.6
COC(=O)c1ccc(Cn2c(CN3CCOCC3)nc3ccccc3c2=O)o1	-1.3
COc1ccccc1CCNC(=O)CCSc1nc(-c2ccco2)cc(C(F)(F)F)n1	-10.6
Cc1ccc(C)c2[nH]c(=O)c(CN(CC3CCCO3)C(=O)NC3CCCCC3)cc12 (configuration not stated)	-16.5

Grouped by structure: the entries above containing a COOH group
SMILES	miR-122 sensor
O=C(NC(Cc1ccccc1)C(=O)O)c1ccccc1 (configuration not stated)	0.9
Cc1cc(C)cc(OCc2ccc(C(=O)O)o2)c1	-1.8
CCOc1ccc(C(C)(N)C(=O)O)cc1 (configuration not stated)	-1.2
O=C(O)c1cccc2[nH]c(C(F)(F)F)nc12	-7.0

Later entries.
SMILES	miR-122 sensor
CC(C)(C)NC(=O)CN(Cc1cccs1)C(=O)CNS(=O)(=O)c1ccccc1	-10.2
O=C(CCOc1ccccc1)Nc1ccccc1	0.3
O=C(Nc1ccc(N2CCCC2)cc1)C(Cl)c1ccccc1 (configuration not stated)	53.8
Cc1ccc(C)n1-c1ccc(N2CCOCC2)cc1	4.3
Cn1cnc([N+](=O)[O-])c1Nc1ccccc1O	2.4
COc1ccc(C(C)(C)C)cc1S(=O)(=O)N1CCC(C(N)=O)CC1	21.7
CCc1ccc(-n2c(CSc3nnnn3-c3ccccc3)nc3ccccc3c2=O)cc1	-4.4
COc1cc(S(=O)(=O)N2CCCCC2)ccc1NC=O	-5.2
CCCNC(=O)CN1C(=O)NC2(CCCc3cc(OC)ccc32)C1=O (configuration not stated)	3.2
c1ccc(Cc2nc3ccccc3n2Cc2ccccc2)cc1	2.8
c1ccc2c(c1)ncn2Cc1nnc2sc(-c3ccc4c(c3)OCO4)nn12	3.0
Cn1c(=O)c2c(nc(CN3CCC(C(N)=O)CC3)n2CCCc2ccccc2)n(C)c1=O	-14.7
CC1(C)OC(=O)C2(Cc3ccccc3N3CCCCC32)C(=O)O1 (configuration not stated)	-4.6

Screening data deposited in PubChem BioAssay by Broad Institute.
